Source: PubChem
RMI-FANCM inh: inhibitors of human RMI core complex binding to FANCM MM2; Fluorescence polarization, RMI core complex with F-MM2 peptide; stronger effect = lower value; FP signal (polarization) at 33 µM; 70,000 compounds, 0.58% hits; AID 1159607; in the data active = FP signal below about 40; note: inactives centre near 61; strong numbers were not always called active; unit not given here
Active calls of the source: *. A portion of the library; rates above refer to the full screens.

SMILES	RMI-FANCM inh
CCCCN(C)S(=O)(=O)c1ccc(C(=O)Nc2nc3c(s2)C(=O)CC(C)(C)C3)cc1	70
COc1ccccc1CNC(=O)c1cc(-c2ccc(Cl)cc2)oc1C	66
CC(=O)c1ccc(SC(C)C)c([N+](=O)[O-])c1	56
CCOC(=O)Oc1c(OC)cc(C(=O)O[C@@H]2C[C@@H]3CN4CCc5c([nH]c6cc(OC)ccc56)[C@H]4C[C@@H]3[C@H](C(=O)OC)[C@H]2OC)cc1OC	59
O=C(O)c1cn(-c2ccccc2)[nH]c1=O	60
CNC(=O)C(COCc1ccccc1)NC(=O)OC(C)(C)C (centres undefined)	58
CC(=O)n1nc(C)c(Sc2ccc(C(F)(F)F)cn2)c1C	54
CCOC(=O)c1oc2ccccc2c1NC(=O)C1CCCCC1	92
Cc1cc(C)n(-c2c(Cl)cc(Cl)cc2Cl)n1	63
CCOC(=O)c1nn(-c2ccccc2Cl)c(=O)cc1OCC(=O)Nc1cc(OC)ccc1OC	54
c1ccc2sc(SCCCCCCSc3nc4ccccc4s3)nc2c1	60
O=C(CN1c2ccccc2Sc2ccccc21)N/N=C\c1cn(-c2ccccc2)nc1-c1cccs1	57
CCOC(=O)N1CCN(S(=O)(=O)c2ccc(C(=O)Nc3cc(C)nn3C)cc2)CC1	61
CCOc1ccc(S(=O)(=O)Nc2ccccc2C(=O)NCC2CCCO2)cc1 (centres undefined)	60
CCOC(=O)C(C)Sc1nnc(CNC(=O)c2ccc(OC)cc2)n1-c1cccc(Cl)c1C (centres undefined)	58
CC(C)(C)c1csc(-c2ccc(Cc3cc(-c4ccc(F)cc4)n[nH]c3=O)cc2)n1	67
COc1ccc(CC(=O)N2CCN(c3ccc(-c4ccccc4OC)nn3)CC2)cc1OC	70
CS/C(=C\C(=O)c1cccs1)NCc1ccco1	54
CC(C)(C)N=C1NN=C(c2ccc(Cl)cc2)CS1	54
Cc1cc(-c2onc(C)c2C(N)=O)no1	60
O=C(Nc1ccc(SCc2cccnc2)nn1)c1ccco1	66
COc1ccc(S(=O)(=O)N2N=C(c3ccc(NS(C)(=O)=O)cc3)CC2c2ccco2)cc1 (centres undefined)	157
COc1ccc(-n2nnc(C(=O)OCc3ccc(F)cc3)c2C)cc1	59
Nc1nnc(Cc2cccs2)o1	64
O=C(Cn1c(=O)n(CCCCC(=O)NC2CCCCC2)c(=O)c2ccccc21)Nc1ccc(F)cc1	90
CCCCOC(=O)c1ccc(NC(=O)/C(C#N)=C/c2cn(Cc3ccccc3)c3ccccc23)cc1	62
CC(C)C(=O)NCCOc1ccc2nnc(-c3ccc(F)cc3)n2n1	69
Cc1ccc(C)c2sc(N3CCN(C(=O)COc4ccc(Cl)cc4Cl)CC3)nc12	77
CC(C)CS(=O)(=O)Nc1ccc2c(c1)CC(=O)N2C	68
COc1cc(C)c(C)cc1S(=O)(=O)NCc1ccsc1	70
CS(=O)(=O)c1ccccc1NC(=O)C1CCCN(S(C)(=O)=O)C1 (centres undefined)	65
CCOC(=O)c1noc(C)c1-c1csc(Nc2cc(C(F)(F)F)cc(C(F)(F)F)c2)n1	71
Cc1ccc(-n2cc(C(=O)N3CCN(c4cccc(Cl)c4)CC3)nn2)cc1	67
CN(C)C(CNC(=O)c1ccco1)c1cccs1 (centres undefined)	52
O=C(NCCn1ncc2c(N3CCN(c4ncccn4)CC3)ncnc21)c1ccco1	63
CCN(/C=C(\C#N)S(=O)(=O)/C(C#N)=C/N(CC)CC)CC	56
N#CC1=C(N)OC(C2CC2)=C(C#N)C1c1cccs1 (centres undefined)	51
C/C(C=NNC(=O)CSc1nc(C)cc(C)n1)=C\c1ccccc1	58
Cc1[nH]n(-c2c(Cl)cc(C(F)(F)F)cc2Cl)c(=O)c1N=Nc1ccccc1	54
COc1ccc(C2CC(c3nc4ccccc4s3)=Nc3ccccc3S2)cc1 (centres undefined)	58
COC(=O)c1cc(C(=O)OC)cc(-n2c(C)ccc2C)c1	86
O=C(Nc1cnn(Cc2ccc(F)cc2)c1)c1cc(-c2ccc(F)cc2)on1	59
CC(C)N1CCC(CNC(=O)c2ccc3c(c2)OCO3)CC1	72
O=C(c1ccc(Cl)s1)N1CCN(c2nc3ccc(Br)cc3s2)CC1	61
Cc1nc(-c2cc3cc(Cl)ccc3oc2=O)cc2c1c(=O)oc1ccc(Cl)cc12	62
Cc1nnsc1C(=O)Nc1ccc(S(N)(=O)=O)cc1	54
O=C(C1Cc2ccccc2N1C(=O)OCc1ccccc1)N1CCN(C2c3ccccc3-c3ccccc32)CC1 (centres undefined)	61
Nc1c(-c2nnc(SCC(=O)c3ccccc3)o2)cnn1-c1ccccc1	58
Cc1cc(C)c2c(N)c(C(N)=O)sc2n1	60
O=C(NC(Nc1ccc(F)cc1)(C(F)(F)F)C(F)(F)F)c1cccnc1	57
Other structures follow:
SMILES	RMI-FANCM inh
O=C(Nc1ccccc1-c1nc2ccccc2s1)c1ccc(S(=O)(=O)N2CCc3ccccc3C2)cc1	59
O=C(NCCC(c1ccccc1)c1ccccc1)C(=O)Nc1ccon1	63
CC1C(=O)NCCN1C(=O)Cc1ccc2c(c1)OCO2 (centres undefined)	67
O=C(NCCn1ncc2c(N3CCCC3)ncnc21)c1cc2ccccc2o1	70
CC(C)N1CCC(CNC(=O)c2ccc(Cl)cc2Cl)CC1	75
COc1ccc(CCC(=O)NCCn2ncc3c(=O)n(Cc4ccccc4F)cnc32)cc1	70
CCc1ccc(S(=O)(=O)Nc2ccc3c(c2)N(CCC(C)C)C(=O)C(C)(C)CO3)s1	66
CCOc1ccc(NC(=O)NCCS(=O)(=O)c2c(C)n(Cc3ccccc3)c3ccccc23)cc1	55
O=C(NCCCS(=O)(=O)N1CCN(c2ccccn2)CC1)c1ccco1	60
COc1ccc(-c2nc(SCC(=O)Nc3cc(C)on3)c3c(=O)n(C)c(=O)n(C)c3n2)cc1OC	70
Cn1c(=O)c2c(-c3ccccc3)n(-c3cccc4ccccc34)cc2n(C)c1=O	74
Cc1nc(NC(=O)Nc2ccccc2)sc1C(=O)N1CCN(Cc2ccc3c(c2)OCO3)CC1	54
Cn1c(CSC2CN(C(c3ccccc3)c3ccccc3)C2)n[nH]c1=S	80
COc1ccc(Cl)cc1NC(=O)CCCSc1ccc(NC(C)=O)nn1	66
COc1ccc(-c2ccc(N3CCCC(C(=O)Nc4ccc(C(C)=O)cc4)C3)nn2)cc1 (centres undefined)	66
Cc1cc(-c2nc(-c3ccc(C(C)(C)C)cc3)no2)no1	54
CC(C)S(=O)(=O)c1cccc(-c2nnc(NC(=O)c3cccc(S(C)(=O)=O)c3)o2)c1	79
O=C(CS(=O)(=O)c1ccc(F)cc1)Nc1onc2c1CCC2	54
CSc1sc(C(=O)NC(=O)Nc2ccc(Cl)cc2)c2c1-c1nocc1CC2	46
CC(=O)Nc1ccc(SCC(=O)Nc2ccccc2C(F)(F)F)nn1	65
CCCS(=O)(=O)Nc1cccc(-c2ccc(=O)n(C)n2)c1	54
Cc1cc(-c2nnc(NC(=O)CCS(=O)(=O)c3ccccc3)o2)nn1C	72
COCCCNC1=C(C#N)C(=O)NC(c2cccs2)S1 (centres undefined)	59
O=C(NCCCN1CCOC(c2ccccc2)C1)C(=O)NC1CCCC1 (centres undefined)	72
Cc1[nH]c2ccccc2c1CCNC(=S)Nc1ccc(Cl)c(Cl)c1	57
Cc1ccc(S(=O)(=O)Nc2ccccc2C(=O)Nc2nc3c(C)c(Cl)ccc3s2)cc1	62
N#C/C(=C\c1ccc(O)c(O)c1)C(=O)NCc1ccccc1	79
CCNCCC12CC3CC(CC(C3)C1)C2	74
Cc1ccc(Nc2nc(NCCCn3ccnc3)nc3[nH]ncc23)cc1C	60
COc1ccc(C2(O)CN(c3cc(OC)ccc3OC)C3=[N+]2CCCS3)c(F)c1 (centres undefined)	84
COCCN1CCC(CNS(=O)(=O)c2ccccc2Cl)CC1	70
CN(C)CCCN(C(=O)Cc1ccccc1)c1nc2cc3c(cc2s1)OCO3	94
O=C(NC(N1CCOCC1)C(Cl)(Cl)Cl)c1ccc(F)cc1 (centres undefined)	60
O=C(NCCSCc1ccco1)Nc1ccccc1	55
Cc1nc(Nc2ccc(NC(=O)/C=C/c3ccccc3)cc2)cc(OC(C)C)n1	56
O=C(Nc1nnc(CCSc2ccccc2)o1)c1ccc([N+](=O)[O-])s1	59
CS(=O)(=O)c1ccc(Nc2nc(CC(=O)Nc3ccc(F)c(Cl)c3)cs2)cc1	69
COc1ccccc1NC(=O)/C(C#N)=C/c1ccc(-c2ccc(F)cc2)o1	58
O=C(COc1ccccc1)Nc1nnc(-c2ccc(F)cc2)s1	57
CCn1nccc1C(=O)N=c1sc2cc(C)cc(C)c2n1C	60
Cc1nc(-c2ccccn2)[nH]c(=O)c1CC1CC1	50
Cc1nc2c(c(=O)c3ccccc3n2C)c(=O)n1C1CCCC1	52
CC(C)Sc1n[nH]c(=O)n1C(C)C	56
O=C(Nc1nc(-c2cc3ccccc3oc2=O)cs1)c1cccc(N2C(=O)CCC2=O)c1	65
O=C(CNc1ccc2c(c1)OCCCO2)c1cc2cc(Cl)ccc2o1	57
COc1cn2c(cc1=O)C(=O)N(CCNC(=O)COc1ccc(C)cc1)CC2	63
COc1ccc2nc(-c3ccc(Cl)c(NC(=O)C(C)Oc4cccc(F)c4)c3)cn2n1 (centres undefined)	124
COc1cccc(-c2c3c([nH]c(=O)c2C#N)CCc2cc(OC)ccc2-3)c1	68
Cc1ccc(CSc2nccn3nc(-c4ccc(C)cc4)cc23)cc1	66
Cc1c(NC(=S)N2CCN(c3cccc(Cl)c3)CC2)c(=O)n(-c2ccccc2)n1C	63
Remaining list, next part.
SMILES	RMI-FANCM inh
O=C(Cc1cccc2ccccc12)NNC(=O)c1ccc(=O)n(Cc2ccccc2)c1	62
O=S(=O)(Nc1ccc(CN2CCN(c3ccccn3)CC2)cc1)c1ccc(Cl)cc1	60
CCc1c2c(nc3sc(C(=O)Nc4ccc(OC)cc4)c(N)c13)CC(C)(C)CC2=O	101
Cn1c(=O)c2c(nc(CN3CCOCC3)n2Cc2ccc(Br)cc2)n(C)c1=O	64
COC(=O)c1ccc(NC(=O)C2CCN(CC(=O)Nc3ccc(F)cc3)CC2)cc1	57
C=CCc1ccccc1OCC(O)CN1CCN(Cc2ccc3c(c2)OCO3)CC1 (centres undefined)	66
Cc1noc(C)c1C(=O)c1c(C)[nH]n(-c2ccccc2)c1=O	54
CN(C)C(=O)CSc1ncnc2sc(-c3ccccc3)cc12	60
Cc1cccc2c1N(CC(=O)Nc1cccc(Cl)c1)C(=O)C21SCC(=O)N1c1ccc(F)cc1 (centres undefined)	56
O=C(Nc1nnc(-c2ccc3c(c2)OCO3)o1)c1cc2ccccc2o1	63
O=C(CCCS(=O)(=O)c1ccc(F)cc1)Nc1ccc(-c2nc3ccccc3s2)cc1	124
O=C(Cc1cccs1)NCC1(c2cccs2)CCCC1	69
CCOc1ccc(-c2noc(C3CCN(S(=O)(=O)c4ccc(Br)cc4)CC3)n2)cc1	102
CSc1sc(C(=O)NC(=O)NCc2ccncc2)c(C)c1-c1ccon1	60
CNC(=S)N1CCN(C(=S)c2ccc(OC)cc2)CC1	63
O=C(Cc1ccc(Cl)cc1)Nc1ccc2c(c1)CCC(=O)N2	55
Cc1ccsc1/C=N\NC(=O)CNC(=O)c1ccc(S(=O)(=O)N2CCOCC2)cc1	64
Cc1cc(NC(=O)C(=O)NCC(c2cccc3ccccc23)N2CCCC2)c2ccccc2n1 (centres undefined)	63
O=[N+]([O-])C(CO)(CO)c1ccccc1	39
COCCNC(=O)C(=O)Nc1cc(N2CCCS2(=O)=O)ccc1OC	62
COc1ccc(S(=O)(=O)Nc2ccc3c(c2)N(C(=O)C(C)(C)C)CC3)cc1OC	69
CC(=O)N1CCc2ccc(NC(=O)c3cc4ccccc4oc3=O)cc21	66
CCn1ccnc1N1CCN(C(=O)CC23CC4CC(CC(C4)C2)C3)CC1	60
CCOC(=O)c1cc2c(c(CSc3ccc(Cl)cc3)c1)OCOC2	44
Nc1c(C(=O)N2CCCCC2)sc(=S)n1-c1ccc(F)c(Cl)c1	66
Cc1cc(=O)n2c(-c3ccc(NS(=O)(=O)c4c(C)noc4C)cc3)csc2n1	65
CCCc1nc(SCC(=O)NC2CCCCC2)c2c(=O)n(C)c(=O)n(C)c2n1	72
O=C(CSC1=NS(=O)(=O)c2cc(F)ccc2N1)N1CCCCCC1	55
Cc1cc(NC(=O)Cc2ccc(F)cc2)n(-c2nc3c(F)cccc3s2)n1	69
O=C(Nc1ccc2c(c1)C(=O)Nc1ccccc1O2)c1cccc(C(F)(F)F)c1	56
COc1ccccc1NC(=O)CC1SC(=O)N(Cc2ccccc2)C1=O (centres undefined)	62
CCCCOc1ccc(NC(=S)N2CCc3ccccc3C2)cc1	61

Molecules above containing a thiophene ring, fused or not, in the order listed:
SMILES	RMI-FANCM inh
O=C(CN1c2ccccc2Sc2ccccc21)N/N=C\c1cn(-c2ccccc2)nc1-c1cccs1	57
CS/C(=C\C(=O)c1cccs1)NCc1ccco1	54
Nc1nnc(Cc2cccs2)o1	64
COc1cc(C)c(C)cc1S(=O)(=O)NCc1ccsc1	70
CN(C)C(CNC(=O)c1ccco1)c1cccs1 (centres undefined)	52
N#CC1=C(N)OC(C2CC2)=C(C#N)C1c1cccs1 (centres undefined)	51
O=C(c1ccc(Cl)s1)N1CCN(c2nc3ccc(Br)cc3s2)CC1	61
Cc1cc(C)c2c(N)c(C(N)=O)sc2n1	60
CCc1ccc(S(=O)(=O)Nc2ccc3c(c2)N(CCC(C)C)C(=O)C(C)(C)CO3)s1	66
CSc1sc(C(=O)NC(=O)Nc2ccc(Cl)cc2)c2c1-c1nocc1CC2	46
COCCCNC1=C(C#N)C(=O)NC(c2cccs2)S1 (centres undefined)	59
O=C(Nc1nnc(CCSc2ccccc2)o1)c1ccc([N+](=O)[O-])s1	59
CCc1c2c(nc3sc(C(=O)Nc4ccc(OC)cc4)c(N)c13)CC(C)(C)CC2=O	101
CN(C)C(=O)CSc1ncnc2sc(-c3ccccc3)cc12	60
O=C(Cc1cccs1)NCC1(c2cccs2)CCCC1	69
CSc1sc(C(=O)NC(=O)NCc2ccncc2)c(C)c1-c1ccon1	60
Cc1ccsc1/C=N\NC(=O)CNC(=O)c1ccc(S(=O)(=O)N2CCOCC2)cc1	64

Shown with each value named: 2 of the compounds above
> O=C(CSC1=NS(=O)(=O)c2cc(F)ccc2N1)N1CCCCCC1
  RMI-FANCM inh: 55
> CCCCOc1ccc(NC(=S)N2CCc3ccccc3C2)cc1
  RMI-FANCM inh: 61
